COUP-TFII inh: NR2F2 (human) inhibition, primary screen. inhibition, % at 8.6 µM. P24468. 0.7% of 370,000 active. AID 686940. HEK293T NGFI-A luciferase reporter, luminescence;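 active = inhibition above a per-plate cutoff, mean inhibition of test wells between control levels plus 3 SD, cut at about 38% in these data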;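 note: cells cotransfected with COUP-TFII expression vector driving the NGFI-A reporter; 0% = median of COUP-TF2 test wells and 100% = reporter-only cells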
TWEAK-Fn14 inh: inhibitors of TWEAK-Fn14 interaction signaling; TWEAK-stimulated Fn14 reporter cells, luciferase luminescence, 8 h; inhibition, % at 10 µM; 2% of 360,000 active; AID 1159606; in the data active = inhibition above about 50%
SRC1 inh: human NCOA1 inhibition | HEK293 GAL4-SRC1 luciferase reporter, luminescence | inhibition, % at 3.6 µM | 0.12% of 360,000 active;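 active = inhibition above the campaign mean plus 3 SD, with each screening campaign given its own cutoff, cut at about 60% in these data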;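 note: 0% = DMSO treated cells and 100% = gossypol at 36 µM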
SRC2 inh: inhibits human steroid receptor coactivator 2; Q15596; HEK293 GAL4-SRC2 luciferase reporter, luminescence; inhibition, % at 9 µM; 0.17% of 370,000 active;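 active = inhibition above the mean inhibition of all tested compounds plus 3 SD, set per campaign, cut at about 52% in these data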;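 note: 0% = DMSO treated cells and 100% = cells given Gossypol at 36 µM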
NOD2 RIPK2 PPI: blocks binding of human NOD2 to RIPK2. O43353. 0.38% of 360,000 active. inhibition, % at 4.98 µM. CHO BLA complementation NOD2-RIPK2, CCF4 ratio; in the data active = inhibition above about 21%;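 note: 0% = vehicle only and 100% = reference blocker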
Granule exo inh: lytic granule exocytosis inhibition; TALL-104 LAMP-1 surface exposure, flow cytometry; cells stimulated with thapsigargin and PMA; inhibition, % at 10 µM; 0.66% of 360,000 active; AID 651702;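 active = inhibition above about 55%, limit read from the data; inconclusive = no clear call, values can overlap the other calls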
TROY signal inh: TROY signaling inhibition; Q293 LMP1-TROYcd NF-kB luciferase reporter, 4 h; 0.98% of 360,000 active; inhibition, % at 10 µM;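 active = compounds whose plate-normalised and pattern-corrected inhibition of the luciferase reporter signal at the single screening dose is 50% or more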
LRH-1 inv ag: suppresses constitutive activity of human LRH-1 | inhibition, % at 3.6 µM | O00482 | HEK293T StAR-luciferase reporter, LRH-1 transfected, 24 h | 0.13% of 360,000 active;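 active = inhibition above the mean inhibition of all tested compounds plus 3 SD, cut at about 73% in these data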;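 note: 0% = DMSO wells and 100% = reporter-only cells lacking LRH-1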
ABHD5-PLIN5 inh: ABHD5-PLIN5 protein interaction inhibition. inhibition, % at 4 µM. 0.78% of 360,000 active. AID 602281. Split G. princeps luciferase complementation, luminescence, 4 h;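 active = inhibition above the mean inhibition across every tested compound plus 3 SD, cut at about 22% in these data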;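 note: 0% = DMSO only wells and the 100% control is not disclosed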
NCOA3 inh: inhibitors of human steroid receptor coactivator 3 (SRC3); Q9Y6Q9; AID 588352; inhibition, % at 3.6 µM; 0.17% of 360,000 active; HEK293 GAL4-SRC3 luciferase reporter, luminescence;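 active = inhibition above a per-campaign cutoff, the mean of all compounds plus 3 SD, cut at about 60% in these data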;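 note: 0% = DMSO-treated cells and 100% = gossypol-treated cells at 36 µM; higher means less SRC3-driven luciferase light from the GAL4 reporter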
TLR9-MyD88 inh: TLR9-MyD88 interaction inhibition | CHO BLA complementation TLR9-MyD88, CCF4 FRET ratio | 0.21% of 340,000 active | inhibition, % at 4.98 µM | Q9NR96+Q99836 | AID 504734;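 active = inhibition above the mean over all tested compounds plus 3 SD, cut at about 21% in these data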;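 note: 0% = DMSO only wells and 100% = clavulanate BLA inhibitor control wells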
Target sequence (Q99836 whole entry, looked up): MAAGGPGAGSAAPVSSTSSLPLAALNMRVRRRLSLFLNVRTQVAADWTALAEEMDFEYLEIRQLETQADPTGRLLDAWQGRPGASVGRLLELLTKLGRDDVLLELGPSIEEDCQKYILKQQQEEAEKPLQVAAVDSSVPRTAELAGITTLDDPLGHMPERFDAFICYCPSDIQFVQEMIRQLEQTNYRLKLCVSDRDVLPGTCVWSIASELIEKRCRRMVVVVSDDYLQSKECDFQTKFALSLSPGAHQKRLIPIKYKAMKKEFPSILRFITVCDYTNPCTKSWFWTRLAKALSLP
Target sequence (Q9NR96 whole entry, looked up): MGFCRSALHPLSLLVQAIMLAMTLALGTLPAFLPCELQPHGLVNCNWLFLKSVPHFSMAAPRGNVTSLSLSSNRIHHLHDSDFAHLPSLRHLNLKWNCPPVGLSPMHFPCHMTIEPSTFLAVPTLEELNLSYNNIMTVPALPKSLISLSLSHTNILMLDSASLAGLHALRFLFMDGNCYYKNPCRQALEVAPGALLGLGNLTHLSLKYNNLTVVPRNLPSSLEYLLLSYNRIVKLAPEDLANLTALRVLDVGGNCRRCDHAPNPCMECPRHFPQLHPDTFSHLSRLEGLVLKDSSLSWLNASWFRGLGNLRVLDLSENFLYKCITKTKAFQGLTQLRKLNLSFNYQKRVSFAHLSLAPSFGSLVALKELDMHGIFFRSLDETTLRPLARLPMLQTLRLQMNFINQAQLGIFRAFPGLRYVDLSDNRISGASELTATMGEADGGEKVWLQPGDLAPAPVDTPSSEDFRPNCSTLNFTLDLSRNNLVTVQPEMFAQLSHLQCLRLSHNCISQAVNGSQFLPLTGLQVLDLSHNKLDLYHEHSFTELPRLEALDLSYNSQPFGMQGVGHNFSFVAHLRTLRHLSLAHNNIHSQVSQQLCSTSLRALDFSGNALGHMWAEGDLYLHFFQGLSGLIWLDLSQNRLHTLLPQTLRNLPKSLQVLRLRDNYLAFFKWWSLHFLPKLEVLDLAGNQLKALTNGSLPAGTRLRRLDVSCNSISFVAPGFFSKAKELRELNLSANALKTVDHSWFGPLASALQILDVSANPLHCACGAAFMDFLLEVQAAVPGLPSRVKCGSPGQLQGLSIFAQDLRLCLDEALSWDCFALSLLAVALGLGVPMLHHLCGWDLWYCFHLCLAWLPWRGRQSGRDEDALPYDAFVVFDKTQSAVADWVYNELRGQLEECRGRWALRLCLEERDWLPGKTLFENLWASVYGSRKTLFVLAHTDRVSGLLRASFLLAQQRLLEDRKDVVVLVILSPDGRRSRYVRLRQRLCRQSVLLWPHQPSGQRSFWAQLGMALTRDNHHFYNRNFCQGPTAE
Active calls of the source: *; ? = inconclusive; . = no result given.

Results follow in this order: TWEAK-Fn14 inh	NOD2 RIPK2 PPI	NCOA3 inh	SRC2 inh	TROY signal inh	COUP-TFII inh	TLR9-MyD88 inh	ABHD5-PLIN5 inh	Granule exo inh	LRH-1 inv ag	SRC1 inh
- CCC(=O)Nc1ccc(N2CCCCC2)cc1
→ -14	-3	-21	-14	-28	-26	-8	8	3	-32	-12
- CC(Oc1cc2oc(=O)c3c(c2cc1Cl)CCC3)C(=O)NC1CC(C)(C)NC(C)(C)C1 (stereo not given)
→ 11	-8	2	-23	-14	1	-11	17	-7	-13	-3
- CC(C)NC(=O)c1ccccc1S(=O)c1ccccc1C#N (stereo not given)
→ 4	4	4	-16	3	-11	11	-5	20	-3	7
- CCN(C(=O)COC(=O)c1cccc(S(=O)(=O)N(CC)CC)c1)C1CCS(=O)(=O)C1 (stereo not given)
→ 1	-8	10	-2	-10	6	-2	7	-14	6	-9
- CC1(C)CC2CC(C)(CN2S(=O)(=O)c2cccc(C(=O)OCC(N)=O)c2)C1 (stereo not given)
→ 11	-5	-10	3	5	1	-7	1	3	-36	11
- COc1ccc(N2CCN(C(=O)CSc3ncnc4c3cnn4-c3ccccc3C)CC2)cc1
→ 33	-2	-5	-22	21	-6	-24	0	-2	10	-15
- CCN(CC)CCOC(=O)c1ccc(NC(=O)c2cccc(C)c2[N+](=O)[O-])cc1
→ -4	0	9	6	-2	-2	-2	4	-11	0	-10
- Cc1cccc(C)c1N=C1C(=O)Nc2ccccc21
→ 20	-1	0	-8	-10	0	-3	-3	-27	7	-5
- Cc1ccc(NS(=O)(=O)c2cc(NC(=O)C(C)Oc3ccccc3)ccc2C)c(C)c1 (stereo not given)
→ 11	-5	-12	-43	23	5	-10	-11	0	-5	-3
- COc1ccc(C2CC(=O)Nc3n[nH]c(-c4ccccc4)c32)cc1OC (stereo not given)
→ -19	3	-7	-15	1	-5	-5	5	-3	5	-16
- COc1cccc(C2C3=C(N=c4s/c(=C\c5ccc(O)cc5)c(=O)n42)c2ccccc2CC3)c1OC (stereo not given)
→ -3	8	-1	6	-13	-3	7	1	1	-17	3
- CC(=O)Nc1ccc(C(C)=NNC(=O)C2CCCC2)cc1
→ 8	4	-29	-14	-3	-9	.	2	-2	-41	-22
- Cc1ccccc1NC(=O)c1ccc(CN2CCc3ccccc3C2)cc1
→ 16	6	0	5	8	18	1	-12	-4	35	-6
- Cc1occc1C(=O)NC(C)C12CC3CC(CC(C3)C1)C2 (stereo not given)
→ 12	0	6	-37	2	1	0	-3	1	9	-12
- COC(=O)c1cccc(COC(=O)c2ccc(N(C)C)cc2)c1
→ -7	0	-31	-17	-26	-10	-7	0	-1	-30	-88
- CN(C)CCCNc1nc(N)c([N+](=O)[O-])c(NC2CCCCC2)n1
→ -5	8	-4	-14	-10	-1	3	0	22	1	4
- O=C(CSc1nnc(Cc2cc(=O)[nH]c(=O)[nH]2)n1-c1ccc(Cl)cc1)NC1CCCC1
→ -2	-1	7	19	-15	7	-8	1	-7	5	2
- COc1ccc(Cl)cc1Nc1nc(NCCO)nc(N2CCCCC2)n1
→ 9	5	10	-24	-12	-13	9	-4	-5	-2	-5
- CS(=O)(=O)N(CC(=O)N1CCN(c2cccc(Cl)c2)CC1)c1ccccc1
→ 10	2	17	9	-2	-3	4	-4	-4	-18	-4
- COc1cccc(OC)c1OCCCOc1ccc(C)cc1Br
→ -1	.	.	13	-33	-3	-3	.	-7	.	.
- NC(=S)c1cc2cc(Br)ccc2oc1=O
→ 1	7	26	3	1	3	1	-7	-3	-5	-12
- O=S1(=O)C=C[C@H](COCc2ccccc2)N1
→ 7	-1	8	0	4	0	.	-15	-2	5	7
- O=C(Nc1ccc(N2CCOCC2)cc1)c1ccc(-c2ccccc2[N+](=O)[O-])o1
→ -20	-8	-10	-13	-10	11	2	-11	0	-13	-13
- O=C1C(Cl)=C(NCCN2CCCCC2)C(=O)c2ccccc21
→ 93*	18	0	.	54*	.	10	-8	56*	17	-2
- Cc1cc(/C=N\NC(=O)COc2cccc3cccnc23)c(C)n1-c1ccccc1
→ 9	-9	-13	-8	23	-11	2	0	0	1	-17
- Cc1cc(/C=C(\C#N)C(N)=O)c(C)n1-c1ccc(N2CCOCC2)c([N+](=O)[O-])c1
→ 38	0	21	10	27	-10	-3	2	-2	-6	3
- O=C(CSc1ccc(Cl)cc1)NC1CCCc2ccccc21 (stereo not given)
→ -5	-11	-9	-5	74*	-9	5	3	-2	-8	1
- CC(C)c1ccc(OCC(=O)NNC(=S)NC(=O)c2ccco2)c(Br)c1
→ -103	-4	-1	-8	-16	-8	2	-1	-8	-6	-24
- O=C(c1c(F)cccc1F)N1CCC(n2nnc3cc(C(F)(F)F)ccc32)CC1
→ 8	0	20	3	-3	-6	-3	3	1	-15	-33
- COc1ccccc1C(=O)NNC1=NS(=O)(=O)c2ccccc21
→ 7	-6	3	7	4	5	5	6	-5	-6	3
- CCc1ccc(C(=O)Nc2ccc(S(=O)(=O)Nc3nc(C)cc(C)n3)cc2)o1
→ 2	-15	7	-33	3	12	3	14	?	-12	4
- O=S(=O)(c1ccc2c(c1)OCCO2)N1CCN(Cc2ccccc2)CC1
→ 0	4	12	5	-6	-16	-1	-6	4	0	-8
- COc1ccc(S(=O)(=O)N(CC(=O)NCc2ccncc2)Cc2ccccc2)cc1
→ 2	3	6	6	6	-4	2	-4	-3	12	-16
- O=C(Oc1cccc([N+](=O)[O-])c1)c1ccc2c(=O)n3c(nc2c1)CCC3
→ 4	5	3	-12	24	3	9	3	-4	13	-26
- O=C(c1cccc(F)c1)N1CCc2ccccc21
→ 16	-6	12	-10	-4	-8	5	6	6	27	-17
- CC1=C(C)CS(=O)N(c2ccc(S(N)(=O)=O)cc2)C1 (stereo not given)
→ 23	4	-20	0	8	-4	0	34*	15	-24	-2
- O=C(Nc1cc2c(cc1Cl)OCCCO2)c1ccc(F)cc1
→ -20	-6	-102	-26	-95	-26	5	-4	-4	-118	-95
- O=C(CC[C@H]1O[C@@H](n2ccc(=O)[nH]c2=O)[C@H](O)[C@@H]1O)N[C@@H](Cc1ccccc1)C(=O)NCC1CCCCC1
→ -8	-16	-4	-14	-2	10	.	-3	-4	9	9
- CCC(=O)Nc1ccccc1C(=O)OCC(=O)c1ccc2ccccc2c1
→ 17	-2	1	15	6	6	1	2	4	-7	4
- COc1ccc(NC(=O)Cn2ccc3c(OC)cccc3c2=O)cc1
→ -5	1	7	30	17	8	3	-2	0	12	-12

Part of the list above, tab-delimited:
mol	TWEAK-Fn14 inh	NOD2 RIPK2 PPI	NCOA3 inh	SRC2 inh	TROY signal inh	COUP-TFII inh	TLR9-MyD88 inh	ABHD5-PLIN5 inh	Granule exo inh	LRH-1 inv ag	SRC1 inh
CC1=C(C)CS(=O)N(c2ccc(S(N)(=O)=O)cc2)C1 (stereo not given)	23	4	-20	0	8	-4	0	34*	15	-24	-2
O=C(c1cccc(F)c1)N1CCc2ccccc21	16	-6	12	-10	-4	-8	5	6	6	27	-17

Continuation.
Results follow in this order: TWEAK-Fn14 inh	NOD2 RIPK2 PPI	NCOA3 inh	SRC2 inh	TROY signal inh	COUP-TFII inh	TLR9-MyD88 inh	ABHD5-PLIN5 inh	Granule exo inh	LRH-1 inv ag	SRC1 inh
- Cc1ccc(N2CCN(C(=O)c3cc(COc4c(C)cccc4C)on3)CC2)c(C)c1
→ -13	-8	8	2	25	-9	-4	0	2	-1	-10
- Cc1cc(C)c(C#N)c(Oc2ccccc2Br)n1
→ 9	8	-7	-2	-1	-2	9	-6	-2	-5	-3
- COCCNC(=O)c1cc2c(c(-c3cccc(C#Cc4ccc(OC)c(OC)c4)c3)n1)[C@H](CCO)N(S(=O)C(C)(C)C)C2 (stereo not given in full)
→ 2	-14	8	-4	12	-22	.	12	12	0	1
- COc1ccc(CN(C#N)c2nc(SC)nc(N(C)C)n2)cc1
→ -14	-3	1	4	-13	4	2	-4	-2	3	-20
- COc1ccc(-c2cc(=O)oc3cc(OCC(=O)Nc4ccccn4)ccc23)cc1
→ -41	5	-20	-52	-9	-36	0	10	3	-3	-16
- Cc1cccc(C(=O)OCC(=O)c2c(C)[nH]c3ccccc23)c1O
→ -17	-5	-60	-11	-48	-66	-9	0	8	-49	-32
- O=C(Nc1nc2ccc(S(=O)(=O)N3CCCC3)cc2s1)c1cccs1
→ -13	3	-45	-27	-35	-27	-1	-4	-4	-5	-16
- COc1ccc(NC(=O)Cn2c(C)cc(=O)c3cccc(OC)c32)cc1
→ 4	-12	15	-30	-5	10	10	1	0	19	-8
- O=C(NCc1cccc(Br)c1)C1CC(c2ccccc2C(F)(F)F)=NO1 (stereo not given)
→ 14	4	7	1	9	5	2	-11	0	0	4
- COC(=O)[C@H]1C[C@H](OC(=O)NC2CC2)[C@@]2(O)CN(S(=O)(=O)c3ccc(C)cc3)CC2[C@H]1C(=O)OC (stereo not given in full)
→ 11	-3	14	15	-3	-1	-6	-1	-2	27	-6
- Cc1ccc2cc(CCNS(=O)(=O)c3ccc(Cl)cc3)c(=O)[nH]c2c1C
→ -1	-2	2	12	24	8	1	1	-14	-4	-15
- COc1ccccc1C(O)(C(=O)NN(C)c1ccccc1)c1ccccc1OC
→ -4	-4	-8	21	13	11	7	-5	0	8	0
- CCN(CC)S(=O)(=O)c1ccc2oc(Nc3ccccc3)nc2c1
→ -17	-6	-63	-34	-71	-27	-1	-6	22	-77	-57
- CC(C)(C)S(=O)N1Cc2cc(=O)n(Cc3ccccc3)cc2[C@H]1CCO (stereo not given in full)
→ -14	-1	7	-12	-6	-7	-8	-13	-2	-6	-24
- O=C(CCN1CCOCC1)NNC(=O)c1ccc([N+](=O)[O-])cc1[N+](=O)[O-]
→ 1	5	4	-6	20	-22	-2	-5	-17	-13	1

Source: PubChem (several laboratories)

Not all compounds are listed, so the mix of outcomes need not match the whole.
